TAAR1 antag – human TAAR1 antagonism | CHO RD-HGA16 TAAR1, Fluo-8 calcium fluorescence, antagonist | inhibition, % at 3 µM | actives 1.5% (n = 360,000);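 active = inhibition above a per-plate cutoff, the mean inhibition of test compounds on that plate plus 3 SD, cut at about 49% in these data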;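 also: 0% = DMSO plus EC80 beta-PEA response and 100% = DMSO alone without agonist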
Target sequence (Q96RJ0 whole entry, looked up): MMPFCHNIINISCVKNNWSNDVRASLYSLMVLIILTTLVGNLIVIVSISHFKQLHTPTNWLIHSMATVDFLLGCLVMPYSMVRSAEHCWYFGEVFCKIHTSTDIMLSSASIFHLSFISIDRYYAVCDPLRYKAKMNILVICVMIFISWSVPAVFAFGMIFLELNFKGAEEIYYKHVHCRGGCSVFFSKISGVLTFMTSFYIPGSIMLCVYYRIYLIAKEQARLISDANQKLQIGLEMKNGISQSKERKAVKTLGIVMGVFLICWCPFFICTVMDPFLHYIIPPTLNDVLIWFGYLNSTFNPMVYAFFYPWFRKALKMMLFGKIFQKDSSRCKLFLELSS
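System: RD-HGA16 CHO cells with stable hTAAR1 and Gα16 | Probe or stimulus: EC80 β-phenethylamine stimulus | Dosing: 3 µM, single point | Times: Dye loading 75 min at 37 °C, then 30 min room temperature | Measured by: Fluo-8 calcium-sensitive fluorescence | Read-out basis: % inhibition of agonist calcium response | Replicates: n of 1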
M1 PAM – potentiates human M1 receptor response to acetylcholine. P11229. CHO-K1 hM1, Fluo-8 calcium fluorescence, ACh EC20; 0% = ACh EC20, 100% = maximal ACh. activation, % at 3 µM. actives 0.088% (n = 360,000). AID 588819; in the data active = activation above about 19%, passing the limit was not always enough
Target sequence (P11229 whole entry, looked up): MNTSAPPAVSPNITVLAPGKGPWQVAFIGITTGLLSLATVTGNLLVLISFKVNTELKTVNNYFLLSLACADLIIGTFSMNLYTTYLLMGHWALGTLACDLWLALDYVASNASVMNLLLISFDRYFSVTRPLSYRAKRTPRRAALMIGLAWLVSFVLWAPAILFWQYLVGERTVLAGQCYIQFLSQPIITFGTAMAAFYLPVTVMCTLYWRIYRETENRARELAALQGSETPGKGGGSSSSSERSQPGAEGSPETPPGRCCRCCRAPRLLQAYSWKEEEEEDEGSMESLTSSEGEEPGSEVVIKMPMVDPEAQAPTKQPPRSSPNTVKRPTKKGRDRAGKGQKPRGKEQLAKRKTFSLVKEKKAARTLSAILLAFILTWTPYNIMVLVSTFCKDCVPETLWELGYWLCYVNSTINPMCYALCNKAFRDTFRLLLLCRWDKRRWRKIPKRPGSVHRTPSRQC
CHO-K1 Ca ag – M1 agonist counterscreen hit in parental CHO-K1 cells; Fluo-8 calcium fluorescence; scaled to maximal ATP response, vehicle zero; activation, % at 3 µM; actives 0.48% (n = 360,000); AID 602248; in the data active = activation above about 15%;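 also: untransfected CHO-K1 host cells lacking M1 receptor as counterscreen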
TAAR1 ag – agonists of human TAAR1. actives 0.99% (n = 360,000). AID 624467. Q96RJ0. CHO RD-HGA16 TAAR1, Fluo-8 calcium fluorescence; vehicle wells 0%, saturating PEA agonist 100%. activation, % at 3 µM;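 active = activation above the mean activation of all test compounds in the run plus 3 SD, cut at about 38% in these data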
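Signal – calcium-sensitive Fluo-8 signal, excitation 470-495, emission 515-575 nm · System – RD-HGA16 (CHO) cells co-expressing Gα16 and hTAAR1 · Incubation – 17-24 h seeding, 75 min 37 °C dye, 30 min RT · Compound dosing – 3 µM single concentration · Repeats – no replicates (n 1)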
CHO parental Ca – counter-screen: ATP calcium response change in parental CHO cells; parental CHO-K1, ATP-induced calcium, Fluo-8 fluorescence; inhibition, % at 5.6 µM; actives 0.63% (n = 330,000);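 active = inhibition above that plate's mean sample inhibition plus 3 SD, cut at about 26% in these data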;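 also: 0% = ATP-challenged DMSO wells and 100% = DMSO wells without ATP; some compounds past the cut are filed as inactive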
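material = parental CHO cells | also added = ATP as calcium-mobilizing challenge | dosing = single point at 5.6 µM | detection = intracellular calcium via Fluo-8 no-wash fluorescent dye | read-out = % inhibition | benchmarks = low control ATP plus DMSO, high control DMSO only | repeats = one well per compound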
M1 PAM parental – M1 PAM counterscreen hit in parental CHO-K1 cells. activation, % at 3 µM. actives 0.02% (n = 360,000). ATP EC20, Fluo-8 calcium fluorescence; 0% at ATP EC20, 100% at ATP max. AID 602247;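 active = activation above the run cutoff, the mean activation of all test compounds plus 3 SD, cut at about 40% in these data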;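 also: peak over basal fluorescence ratio in a 140 s read after ATP addition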
M1 antag – blocks human M1 muscarinic receptor. CHO-K1 hM1, Fluo-8 calcium fluorescence, ACh EC80 antagonist. inhibition, % at 3 µM. actives 1.3% (n = 360,000). AID 588852;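 active = percent inhibition above its own plate's cutoff, namely the mean of that plate's compound wells plus 3 SD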;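 also: peak over basal fluorescence ratio during 140 s after agonist addition; 0% = ACh EC80 plus DMSO and 100% = DMSO alone without agonist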
CHO-K1 Ca antag – counter-screen for M1 antagonists: effect in parental CHO-K1 cells; inhibition, % at 3 µM; ATP-induced calcium, Fluo-8 fluorescence; AID 602250; actives 0.6% (n = 360,000);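 active = inhibition above a per-plate cutoff, the plate's mean sample inhibition plus 3 SD, cut at about 24% in these data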;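 also: 0% = DMSO plus EC80 ATP and 100% = DMSO alone without ATP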
M1 ag – activates human CHRM1 receptor | CHO-K1 hM1, Fluo-8 calcium fluorescence, agonist mode; 0% DMSO, 100% acetylcholine EC100 | activation, % at 3 µM | P11229 | actives 0.33% (n = 360,000);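 active = activation above the run's mean compound activation plus 3 SD, cut at about 16% in these data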;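 also: peak over basal fluorescence ratio within a 140 s kinetic read after compound addition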
* marks the source's active call; other numbers are inactive results; . = not tested or not shown.

SMILES | TAAR1 antag | M1 PAM | CHO-K1 Ca ag | TAAR1 ag | CHO parental Ca | M1 PAM parental | M1 antag | CHO-K1 Ca antag | M1 ag
CN(C)c1ccc(O)c2c1CC1CC3[C@@H](N(C)C)C(=O)C(C(N)=O)=C(O)[C@]3(O)C(=O)C1=C2O (stereo not given in full) | -0.7 | 8.0 | -0.2 | 1.5 | -4.3 | -4.0 | -27.6 | 11.5 | -1.0
CCOC(=O)N1CCN(C(=O)c2ccc3c(c2)N(CC)CCS3)CC1 | -29.6 | -2.0 | 0.9 | -1.7 | -7.1 | 20.3 | -4.3 | -2.6 | -10.2
CC(Oc1ccc2ccc(=O)oc2c1)C(=O)NC1CCN(Cc2ccccc2)CC1 (stereo not given) | -22.9 | 6.5 | 0.6 | -0.2 | -4.6 | -27.7 | 0.7 | 9.1 | -6.4
Cc1noc(C)c1C(=O)N1CCN(CCc2ccccc2)CC1 | -8.0 | 4.9 | 0.6 | 28.8 | -9.4 | 1.2 | -3.5 | 2.0 | -6.4
COc1ccc(-n2c(=O)c3ccccc3n(CC(=O)OCc3ccccc3)c2=O)cc1OC | -17.3 | 6.9 | 1.4 | -2.1 | -24.6 | 27.5 | -6.4 | -19.4 | -2.9
Cc1cccc(C(=O)N/N=C/c2ccc3c(c2)OCO3)n1 | -15.4 | 4.7 | 0.1 | 3.1 | 5.2 | 12.7 | -7.0 | -10.4 | 0.3
O=C(CC(=O)c1cccnc1)c1ccccc1 | -13.5 | 5.6 | 0.1 | 4.5 | . | 12.6 | -17.9 | -17.3 | 0.5
CC(=O)/C=C\c1ccc(OC(=O)c2cccnc2)cc1 | -7.2 | 8.8 | 0.7 | 2.8 | 0.4 | 11.0 | -8.8 | -12.8 | -2.7
N#C/C(=C\c1ccc(Cl)s1)C(=O)N1CCN(c2ccccc2)CC1 | 9.0 | 4.1 | 0.3 | -0.6 | -12.8 | 9.1 | 0.5 | -3.2 | -3.7
COc1ccc(CN2CCNC(=O)C2CC(=O)N(C)Cc2nonc2C)c(F)c1 (stereo not given) | 2.8 | 8.2 | -0.1 | 0.6 | -0.8 | -18.5 | -3.3 | 4.5 | -3.1
COc1ccc2nc(Nc3ccc4c(c3)OCO4)sc2c1 | -14.2 | 1.2 | 0.2 | -1.4 | -17.8 | -14.9 | -0.1 | 0.0 | -0.6
CCOc1ccc(NC(=O)[C@@H](NC(=O)OCc2ccccc2)[C@@H](C)CC)cc1 | 8.3 | 2.5 | -0.3 | -1.6 | -1.5 | 8.7 | -4.7 | -0.5 | -5.6
O=C(Nc1cccc(-c2cn3ccccc3n2)c1)C1CC1 | -0.7 | 8.8 | 1.5 | 1.3 | -0.2 | 13.7 | -5.3 | 1.8 | -5.1
CC(=O)c1c(C)[n+]([O-])c2ccc3c(non3O)c12 | 7.1 | -9.5 | -0.1 | -0.3 | 4.5 | -10.6 | 6.9 | 9.5 | -4.2
COc1cc(NC(=O)CSc2nc3[nH]c(=O)cc(O)c3s2)cc(OC)c1OC | -10.6 | 9.3 | 0.8 | -2.3 | -4.3 | 22.2 | -19.0 | -20.1 | -1.4
CC1CC(C)(C)CC2(C1)NC(=O)N(CC(=O)NCCc1c[nH]c3ccccc13)C2=O (stereo not given) | 12.3 | 7.8 | 0.3 | 3.2 | -7.0 | 9.6 | -9.0 | 5.6 | -2.5
O=C(c1cccs1)c1ccccc1Cc1cccs1 | -18.8 | 0.7 | -0.6 | -1.4 | . | 11.5 | -5.9 | -17.9 | -8.5
CC(C)(C)C(=O)Cn1c(NCCO)nc2ccccc21 | 13.4 | 10.7 | -0.1 | -0.4 | -3.3 | -5.5 | -11.3 | -3.7 | 2.2
COc1ccc(NC(=O)CCc2nc3ccccc3[nH]2)cc1 | . | 6.0 | 0.8 | . | -11.0 | 1.5 | -7.1 | -8.8 | -2.3
Cc1ccc(-n2c(C)cc(/C=N/NC(N)=S)c2C)cc1 | 89.8* | 5.9 | -0.4 | 2.1 | -7.1 | 6.6 | -8.9 | -3.7 | -5.8
C=CC[n+]1c(-c2ccc(OC)c(OC)c2)csc1NNC(=O)Nc1ccccc1 | 29.2 | -7.0 | 8.4 | 4.4 | -11.8 | 0.6 | 5.7 | -12.3 | 1.6
COc1ccc(NC(=O)C2CC(=O)NC3=C2C(=O)CC(C)(C)C3)cc1 (stereo not given) | 0.3 | 6.6 | 0.1 | 16.3 | -15.3 | 19.8 | -8.0 | -4.6 | -3.9
O=C(NCCOc1ccccc1)C1CCC(=O)N(CCc2ccccn2)C1 (stereo not given) | 1.5 | -6.3 | 5.2 | -0.6 | -13.1 | 14.7 | 14.5 | -8.8 | -1.1
OC(CNCC1COc2ccccc2O1)COCc1cccs1 (stereo not given) | 16.9 | 0.5 | 2.6 | 13.6 | -14.0 | 14.0 | 0.5 | -4.2 | -4.6

Retrieved by compound from the entries so far, five records:
SMILES | TAAR1 antag | M1 PAM | CHO-K1 Ca ag | TAAR1 ag | CHO parental Ca | M1 PAM parental | M1 antag | CHO-K1 Ca antag | M1 ag
CC(=O)c1c(C)[n+]([O-])c2ccc3c(non3O)c12 | 7.1 | -9.5 | -0.1 | -0.3 | 4.5 | -10.6 | 6.9 | 9.5 | -4.2
COc1ccc(NC(=O)CCc2nc3ccccc3[nH]2)cc1 | . | 6.0 | 0.8 | . | -11.0 | 1.5 | -7.1 | -8.8 | -2.3
O=C(c1cccs1)c1ccccc1Cc1cccs1 | -18.8 | 0.7 | -0.6 | -1.4 | . | 11.5 | -5.9 | -17.9 | -8.5
COc1ccc(NC(=O)C2CC(=O)NC3=C2C(=O)CC(C)(C)C3)cc1 (stereo not given) | 0.3 | 6.6 | 0.1 | 16.3 | -15.3 | 19.8 | -8.0 | -4.6 | -3.9
O=C(Nc1cccc(-c2cn3ccccc3n2)c1)C1CC1 | -0.7 | 8.8 | 1.5 | 1.3 | -0.2 | 13.7 | -5.3 | 1.8 | -5.1

The list goes on:
SMILES | TAAR1 antag | M1 PAM | CHO-K1 Ca ag | TAAR1 ag | CHO parental Ca | M1 PAM parental | M1 antag | CHO-K1 Ca antag | M1 ag
COc1ccc(Br)cc1/C=N/NC(=O)c1ccc2nc[nH]c2c1 | 2.7 | 4.7 | 0.6 | 1.2 | -3.8 | -23.9 | 0.6 | 10.5 | 2.0
Cc1cc(C)n2[nH]c(=O)c(N=Nc3ccc(S(N)(=O)=O)cc3)c2n1 | 17.5 | 9.4 | 0.1 | -0.5 | -5.3 | 8.4 | 1.9 | -3.3 | -4.5
CC(=O)Nc1cccc(NC(=O)CS(=O)(=O)c2cn(CC(=O)N3CCOCC3)c3ccccc23)c1 | -7.5 | 3.5 | 0.8 | 0.1 | -15.7 | 26.3 | -9.9 | -22.7 | -3.2
CC(SCc1ccc(C(=O)O)o1)c1ccc(C(=O)O)o1 (stereo not given) | -1.4 | 2.6 | -0.2 | -1.1 | 0.4 | 4.6 | -0.1 | -4.2 | -2.1
C/C(=N/NC(=O)C1COc2ccccc2O1)c1ccc(Br)s1 (stereo not given) | 0.2 | 1.4 | 0.8 | 4.6 | -8.7 | 17.1 | 11.3 | -11.5 | -0.7
Cc1cccc(C)c1OCC(O)Cn1c2ccccc2c2ccccc21 (stereo not given) | 28.1 | -4.5 | -0.1 | 5.7 | -22.6 | -6.1 | 16.8 | 13.4 | -1.9
CC1(C)CC(=O)c2sc(NS(=O)(=O)c3ccc(Cl)cc3)nc2C1 | -12.6 | 15.8 | 0.7 | -3.0 | -5.9 | 3.1 | -13.4 | -0.4 | -1.8
Cc1ccccc1N(C(=O)c1snc(C(N)=O)c1N)C(C)C(=O)NC1CCCCC1 (stereo not given) | -20.7 | 5.8 | -0.8 | 3.3 | -13.2 | 2.7 | -1.0 | -8.4 | -6.8
CCn1c(C)nc2cc(-c3nc4n(n3)Cc3ccccc3-4)ccc21 | . | 0.3 | 0.2 | . | 8.2 | -6.2 | 5.4 | 18.3 | -2.7
COc1ccccc1NC(=O)c1ccc(CSc2ccccc2)o1 | 21.4 | 14.3 | -0.5 | 5.0 | -45.1 | 24.7 | 1.0 | -9.5 | 4.3
O=C(Cc1cccc2ccccc12)NCC1CCCO1 (stereo not given) | 1.3 | 4.6 | 1.0 | 0.1 | -4.9 | 13.7 | -25.6 | -12.1 | -2.6
Cc1ccc(N(CC(=O)NCc2ccccc2)C(=O)CCC(=O)Nc2ccccn2)c(C)c1 | -0.9 | 2.8 | 1.3 | 3.9 | -16.8 | -19.5 | -3.5 | 3.7 | -3.6
O=c1oc2ccccc2c2c1ccc1ccccc12 | -9.8 | -0.5 | 0.0 | 5.8 | -26.9 | -0.9 | -10.0 | 0.3 | -4.8
O=C(O)COc1ccc(/C=N/NC(=O)c2cn(-c3ccccc3)nc2-c2ccccc2)cc1 | 2.1 | 6.5 | 0.0 | -1.6 | 9.2 | 8.3 | -6.8 | -6.6 | -0.3
CN(C)N1C(=O)/C(=C/c2ccco2)SC1=Nc1ccccc1 | -12.4 | 10.1 | 2.6 | 2.7 | -13.1 | -18.3 | -9.8 | 19.9 | -2.2
c1ccc2c(c1)oc1c(NCCN3CCOCC3)ncnc12 | 14.6 | 0.9 | 1.6 | 2.7 | -5.7 | 17.7 | 1.3 | -4.2 | -6.5
O=C(COC(=O)CNS(=O)(=O)c1ccc(Br)cc1Cl)NC1CC1 | -9.4 | -0.9 | 0.3 | 3.0 | -9.3 | -6.2 | -8.4 | -1.3 | -0.9
CC(=O)Nc1c2c(nn1-c1cccc(C)c1)CSC2 | -8.9 | 4.8 | 0.2 | 1.9 | -7.6 | 4.0 | -1.6 | -5.3 | -1.7
CN(C)c1ncnc2c1nnn2C1OC(CO)C(O)C1O (stereo not given) | -3.5 | 7.1 | -0.3 | 1.8 | . | 15.1 | -15.0 | -13.0 | -1.6
Cc1nn(C)c(C)c1S(=O)(=O)N(CC(=O)NCCCN1CCC(C)CC1)c1ccc(C(C)C)cc1 | -18.3 | 4.6 | -0.4 | 4.3 | -24.0 | -1.1 | -9.3 | -12.5 | -5.3
COc1ccnc2c1c(=O)n(Cc1ccc(Cl)cc1Cl)c(=O)n2C | -36.0 | 9.6 | 3.0 | -1.2 | -20.8 | 8.5 | -8.8 | -19.3 | 1.5
CC(C)C[C@H]1COCCS(=O)(=O)N1Cc1ccccc1F | 9.6 | 4.8 | 0.1 | 7.7 | -19.6 | 13.3 | -0.3 | -14.9 | -8.9
CCOc1ccc(Br)cc1S(=O)(=O)Nc1ccc(NC(=O)c2ccccc2F)cc1 | 15.9 | -1.9 | 2.6 | 2.0 | 4.8 | 25.5 | 6.0 | -6.5 | -8.4
CN(C)Cc1c(C(=O)N/N=C/c2ccc(OCc3c(F)cccc3Cl)cc2)nnn1-c1nonc1N | -27.6 | 6.1 | 0.2 | 6.4 | -8.4 | 10.0 | -4.7 | -8.2 | -3.6
